Epigenetic derep – derepresses silenced GFP reporter in murine cells; 0.2% of 280,000 active; Potency, µM (series often up to 53.9 µM), for the others: at the highest dose GFP activation, usual class: activators; murine LDR cells, GFP reporter derepression, 30 h; also: potency is read from the fitted curve at half-maximal effect; % of control where 0% means no effect; nearly all actives have a fitted effect of over 60% in size
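Reporter derepression read as number of fluorescent GFP-positive objects, 20-120 um in size, counted by laser-scanning cytometer. Mouse LDR line with an epigenetically silenced CMV-GFP locus; compound incubation 30 h, 37 C.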
CBFb-RUNX1 inh – inhibitors of human CBF-beta and RUNX1 interaction | AID 1477 | Potency, µM (titrated, usually from 59.8 µM), without a hit: at the top dose activity, negative = inhibition, most hits filed as inhibitors | AlphaScreen CBFb-His/RUNX1-biotin binding, biochemical | 230,000 tested, under 10 active | Q01196+Q13951; also: % of control where 0% means no effect
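AlphaScreen proximity signal reports loss of binding between His-tagged CBF-beta and biotin-labelled RUNX1, each at 30 nM. Proteins are pre-associated for 20 minutes, compounds added for 15 minutes, then beads for 90 minutes, all at ambient temperature.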
L3MBTL1 inh – blocks human L3MBTL1. Q9Y468. AlphaScreen L3MBTL1–H3K9me1 peptide binding. Potency, µM (titrated, usually from 57.1 µM), for the others: at the highest dose activity, negative = inhibition, usual class: inhibitors. 0.66% of 230,000 active; also: potency is read from the fitted curve at half-maximal effect; % is scaled to controls: 0 for no effect and ±100 for the full control effect; nearly all actives have a fitted effect of over 60% in size
Target sequence (Q9Y468 whole entry, looked up): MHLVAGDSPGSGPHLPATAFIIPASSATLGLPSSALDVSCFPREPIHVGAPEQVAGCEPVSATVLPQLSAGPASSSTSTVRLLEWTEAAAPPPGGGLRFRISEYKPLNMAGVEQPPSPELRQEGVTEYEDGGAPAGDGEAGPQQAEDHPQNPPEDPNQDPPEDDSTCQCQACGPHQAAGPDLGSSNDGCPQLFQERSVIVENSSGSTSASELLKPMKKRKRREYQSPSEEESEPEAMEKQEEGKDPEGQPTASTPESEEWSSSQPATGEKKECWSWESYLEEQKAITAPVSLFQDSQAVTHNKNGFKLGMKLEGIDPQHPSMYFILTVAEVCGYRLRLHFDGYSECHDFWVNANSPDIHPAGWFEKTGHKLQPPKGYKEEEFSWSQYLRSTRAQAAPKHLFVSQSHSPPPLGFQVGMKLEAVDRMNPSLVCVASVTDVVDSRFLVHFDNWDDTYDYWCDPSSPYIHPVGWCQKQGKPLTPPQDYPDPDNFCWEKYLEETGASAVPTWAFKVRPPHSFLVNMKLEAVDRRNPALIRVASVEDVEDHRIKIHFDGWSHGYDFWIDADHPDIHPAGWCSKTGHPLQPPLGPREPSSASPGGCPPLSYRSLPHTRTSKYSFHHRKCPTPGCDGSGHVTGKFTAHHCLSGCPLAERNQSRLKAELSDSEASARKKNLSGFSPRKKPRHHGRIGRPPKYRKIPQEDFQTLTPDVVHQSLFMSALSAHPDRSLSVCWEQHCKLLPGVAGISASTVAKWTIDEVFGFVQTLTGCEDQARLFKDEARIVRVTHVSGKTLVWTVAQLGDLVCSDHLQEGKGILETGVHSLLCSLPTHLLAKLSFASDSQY
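AlphaScreen proximity signal between nickel-chelate acceptor and streptavidin donor beads (final 10 ug/mL) reports binding of 50 nM L3MBTL1 to 75 nM biotin-H3 K9me1 peptide; complex incubated with compounds 30 min at room temperature; cefsulodin titration as control.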
KinaseGlo FLuc – counter-screen: inhibitors of Kinase-Glo firefly luciferase | Q27757 | Kinase-Glo luciferase, ATP luminescence, 8 min | Potency, µM (series often up to 38.3 µM), for inactives: at the top dose activity change, negative = inhibition, actives largely listed as inhibitors | 0.28% of 200,000 active | AID 1379; also: potency is read from the fitted curve at half-maximal effect; % is scaled to controls: 0 for no effect and ±100 for the full control effect; nearly all actives have a fitted effect of over 60% in size
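Compound is pinned into ATP-containing buffer (10 uM ATP, imidazole pH 7.2, 7 mM MgCl2). Kinase-Glo luciferase reagent is then added. Light output is recorded following an 8-min room-temperature incubation.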
NPSR antagonist – neuropeptide S receptor (human) antagonism, cAMP | CHO-NPSR cells, cAMP TR-FRET, antagonist mode | 1% of 220,000 active | Potency, µM (highest dose often 38.3 µM), inactives show at the highest dose activity change, negative = inhibition, hits mostly inhibitors; also: potency is read from the fitted curve at half-maximal effect; % is scaled to controls: 0 for no effect and ±100 for the full control effect; nearly all actives have a fitted effect of over 50% in size; many of its hits are not listed in these tables
HTT aggregate – reduces HttQ103-GFP aggregates in PC12 cells; PC12 HttQ103-GFP aggregates, Acumen cytometry, 40 h; Potency, µM (titrated, usually from 46.1 µM), for inactives: at the highest dose activity change, negative = inhibition, usual class: inhibitors; 1.1% of 220,000 active; AID 1688; also: potency is read from the fitted curve at half-maximal effect; % is scaled to controls: 0 for no effect and ±100 for the full control effect; nearly all actives have a fitted effect of over 60% in size
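Inducible Q103 Huntingtin exon 1–GFP PC12 line, 1500 cells/well in phenol red free DMEM with 5% equine and 5% calf serum. Tebufenozide 100 nM induced expression; compounds titrated; aggregates quantified by cytometry.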
IMPase Li inh – membrane-permeable IMPase blocker, potentiated with lithium. 0.35% of 210,000 active. AID 1457. Potency, µM (highest dose often 59.4 µM), for the others: at the highest dose activity, negative = IMPase inhibition, usual class: inhibitors. CHO-M1 cells, IP1 TR-FRET (IP-One), carbachol + lithium;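 also: IP1 builds up when IMPase is blocked and the TR-FRET signal falls; potency is read from the fitted curve at half-maximal effect; plate controls were basal vehicle for no effect and high inhibitor control for full effect; nearly all actives have a fitted effect of over 50% in size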
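CHO cells stably expressing M1 receptor (2000/well) were cultured 16–30 h, then exposed to compounds with a small lithium addition for 30 min at 37C. IP1 was measured by TR-FRET competition; AC50 from Hill fits.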
The depositor's hits bear a star; ? = inconclusive; . = no result given; & = joins results of further samples; [ ] = dose if it differs, or a comment. Calls follow the shape of the dose curve; as a rule, active = well fitted curve in the direction sought with a large enough effect; inconclusive = small, poorly fitted or top-dose-only effect, or another doubt; inactive = no such curve, though single readings can be large; an effect the other way counts as inactive or inconclusive.

Values run as follows: Epigenetic derep, CBFb-RUNX1 inh, L3MBTL1 inh, KinaseGlo FLuc, NPSR antagonist, HTT aggregate, IMPase Li inh
> CC/C(C)=N/N1C(=O)c2ccccc2NC1(C)CC (stereo unspecified)
    -4.3%, 2%, 0%, -1%, 6%, 15%, -1%
> CC(Sc1nc2ccccc2c(=O)[nH]1)C(=O)O (stereo unspecified)
    0.1%, -1%, ., 19%, 0%[46.1 µM], 6%, 2%[38.3 µM]
> Cc1c(/C(O)=C2/C(=O)C(=O)N(Cc3cccnc3)C2c2ccccn2)cnn1-c1ccccc1 (stereo unspecified)
    -2.4%, -12%, -1%, 2%, 11%, 21%, ?
> COc1cccc(-c2csc(N3CCN(CC(=O)NNC(=O)c4ccc(Br)cc4)CC3)n2)c1
    -3.4%, 7%, -10%, 4%, -23%[46.1 µM], 11%, ?
> CCOc1ccc2nc(NC(=O)C3CCCN(S(=O)(=O)c4cccc5nonc45)C3)sc2c1 (stereo unspecified)
    3.8%, 0%, ., 3%, -28%[46.1 µM], 0%[1.84 µM], 30%[38.3 µM]
> O=C(O)[C@H]1Cc2ccccc2CN1S(=O)(=O)c1ccc(F)cc1
    5.6%, 3%, 3%, ., 18%, 16%[9.22 µM], .
> O=C(NCc1cccc(F)c1)c1noc2c1CCCC2
    0.0%, ?, -10%, 1%, -15%[46.1 µM], -20%, 27%[38.3 µM]
> CCN1CCN(C(=S)Nc2ccccc2Cl)CC1
    0.0%, 3%, ., -7%, 9%[46.1 µM], -9%, 23%[38.3 µM]
> Cc1cc2occ(CC(=O)OCC(=O)Nc3sc4c(c3C#N)CCC(C)C4)c2cc1C (stereo unspecified)
    1.9%, 12%, -15%, 1%, 3%, 28%, -3%
> CCOC(=O)c1c(N)ssc1=S
    -0.9%&5.4%, 3%&0%, -2%, 0%, -11%[46.1 µM], -12%, -5%
> O=C(NCc1ccc2c(c1)OCO2)C1CC(c2ccc(Cl)cc2)=NO1 (stereo unspecified)
    -1.5%, 1%, 7%, 0%, 6%[46.1 µM], 12%, -2%[38.3 µM]
> Cc1nc2c(C)cccc2cc1C(=O)N/N=C/c1ccc(N(C)C)cc1
    -1.0%, -18%, ., -5%, -14%[46.1 µM], 3%, 36%[38.3 µM]
> Cc1cccn2cc(CNC(=O)c3ccco3)nc12
    -1.2%, 1%, -2%, -3%, 1%[46.1 µM], 0%, 4%[38.3 µM]
> COc1ccc(-c2nn(-c3ccccc3)cc2/C=N/Nc2ccc(S(N)(=O)=O)cc2[N+](=O)[O-])cc1OC
    -0.3%, -9%, -8%, 1%, -22%, -27%, 3%
> CCN(CC)c1ccc(S(=O)(=O)N(CC)CC)cc1NC(=O)C1CCCC1
    -1.4%, 5%, 4%, -3%, ?, ?, 11%
> CCCC(=O)N1CCN(c2ccc(NC(=S)NC(=O)CC)cc2)CC1
    0.4%, -7%, 1%, 1%, 4%[46.1 µM], 14%, 17%[38.3 µM]
> NC1=NN=C(c2ccc3c(c2)OCCO3)CS1
    4.3%, -8%, ., ?, 15%, -16%, -3%
> O=C(O)/C=C/C(=O)N1CCN(c2cccc(Cl)c2)CC1
    -1.9%[10.1 µM], -3%, 5%, 0%, 14%, -13%[9.22 µM], 4%
> O=C(Oc1ccc(NC2=C(Cl)C(=O)c3ccccc3C2=O)cc1)c1ccc([N+](=O)[O-])cc1
    1.1%, 3%, -2%, -4%, ?, ?, 23%
> c1csc(CNc2nc3ccccc3n2CCN2CCOCC2)c1
    0.0%, -2%, ., -5%, -8%[46.1 µM], 9%, 9%[38.3 µM]

Some entries already given, showing only IMPase Li inh and L3MBTL1 inh:
mol	IMPase Li inh	L3MBTL1 inh
Cc1cc2occ(CC(=O)OCC(=O)Nc3sc4c(c3C#N)CCC(C)C4)c2cc1C (stereo unspecified)	-3%	-15%
CCOC(=O)c1c(N)ssc1=S	-5%	-2%
O=C(NCc1ccc2c(c1)OCO2)C1CC(c2ccc(Cl)cc2)=NO1 (stereo unspecified)	-2%[38.3 µM]	7%
Cc1nc2c(C)cccc2cc1C(=O)N/N=C/c1ccc(N(C)C)cc1	36%[38.3 µM]	.
Cc1cccn2cc(CNC(=O)c3ccco3)nc12	4%[38.3 µM]	-2%
COc1ccc(-c2nn(-c3ccccc3)cc2/C=N/Nc2ccc(S(N)(=O)=O)cc2[N+](=O)[O-])cc1OC	3%	-8%

Random excerpt: two entries already listed, in no set order.
Values run as follows: Epigenetic derep, CBFb-RUNX1 inh, L3MBTL1 inh, KinaseGlo FLuc, NPSR antagonist, HTT aggregate, IMPase Li inh
> COc1ccc(-c2nn(-c3ccccc3)cc2/C=N/Nc2ccc(S(N)(=O)=O)cc2[N+](=O)[O-])cc1OC
    -0.3%, -9%, -8%, 1%, -22%, -27%, 3%
> Cc1c(/C(O)=C2/C(=O)C(=O)N(Cc3cccnc3)C2c2ccccn2)cnn1-c1ccccc1 (stereo unspecified)
    -2.4%, -12%, -1%, 2%, 11%, 21%, ?

Next compounds
Values run as follows: Epigenetic derep, CBFb-RUNX1 inh, L3MBTL1 inh, KinaseGlo FLuc, NPSR antagonist, HTT aggregate, IMPase Li inh
> Cc1ccc(S(=O)(=O)Nc2cc(-c3ccccc3)nn2C)cc1
    1.1%, -1%, 2%, ., 16%, 1%[9.22 µM], .
> CN(C)S(=O)(=O)c1cc(NC(=O)COC(=O)c2ccc3c(c2)OCO3)ccc1Cl
    -0.9%, 2%, 1%, ., -8%[46.1 µM], 1%[9.22 µM], .
> CC1=C(C(=O)OC(C)C)C2(O)C(=O)c3ccccc3C2(O)N1 (stereo unspecified)
    1.2%, -13%, -14%, 1%, 4%[46.1 µM], -2%, -2%
> CC(=O)c1ccc(S(=O)(=O)Nc2ccc(-c3cn4c(n3)SCC4)cc2)cc1
    -2.1%, -12%, ., 3%, -35%, -14%, 1%
> Cc1cccc(-n2c(N)c(C(=O)NCCN3CCOCC3)c3nc4ccccc4nc32)c1
    -4.9%, 22%, 15%, -1%, -7%[46.1 µM], -11%, 8%[38.3 µM]
> O=C(O)COc1ccc(Oc2ccccc2)cc1
    -0.9%, 16%, -4%, 2%, -15%[46.1 µM], -21%, -6%
> CC(=O)N1SC(N)=NC1c1ccccc1 (stereo unspecified)
    0.0%, 7%, 0%, -2%, 4%[46.1 µM], -9%, 2%[38.3 µM]
> O=C(CSCc1ccc(F)cc1)Nc1ccc(F)cc1
    2.2%, -1%, -2%, 2%, -4%, 6%, -8%
> COc1cc(OC)nc(NC(=O)C(C)C)n1
    1.0%, 1%, -11%, 3%, 13%[46.1 µM], -5%, -4%[38.3 µM]
> C1CSC2(N1)C1CC3CC2CC(C1)C31NCCS1 (stereo unspecified)
    4.6%, 2%, 6%, -3%, 2%[46.1 µM], 24%, -4%[38.3 µM]
> COc1ccc(CCN=c2c([N+](=O)[O-])nn(-c3cccc(C)c3)n2O)cc1OC
    -5.3%, -2%, ., -5%, -6%, -29%, 6%
> O/N=C(\COc1ccccc1O)c1ccccc1
    -2.4%, 6%, -4%, 1%, -4%[46.1 µM], 4%, 3%[38.3 µM]
> CCCC(C)C(=O)OCC(=O)NCc1ccc(OC)c(OC)c1 (stereo unspecified)
    0.0%, -11%, 32%, 2%, 2%, -1%, -19%
> COC(=O)CCCCCCCCCCN1CCCCC1
    0.0%, 3%, 1%, 4%, 19%, 10%, 19%
> Clc1ccc2nc(N3CCCCC3)[nH]c2c1
    -0.9%, 9%, 8%, -20%, 15%[46.1 µM], -11%, 5%
> O=C(Cn1cnc2c(cnn2-c2ccccc2)c1=O)N1CCOCC1
    0.0%, 9%, 5%, 1%, -3%[46.1 µM], -12%, 0%[38.3 µM]
> COC(=O)c1sccc1NC(=O)C1C2C=CC(O2)C1C(=O)O (stereo unspecified)
    -1.1%, 0%, -8%, 6%, -12%[46.1 µM], -8%, -4%[38.3 µM]
> Clc1ccc(N2CCN(c3ncnc4c3oc3ccccc34)CC2)cc1
    -1.7%, 2%, -3%, 0%, -5%[46.1 µM], 15%, 10µM*
> C/C(=N\NC(N)=O)c1c(F)cccc1F
    1.3%, 11%, 0%, ., -18%, -16%[9.22 µM], .
> O=C(NCCN1CCN(C(=O)c2cc3ccccc3oc2=O)CC1)c1cc2ccccc2oc1=O
    0.0%, -2%, 2%, -1%, -12%[46.1 µM], 12%, -7%[38.3 µM]

Later entries
SMILES,Epigenetic derep,CBFb-RUNX1 inh,L3MBTL1 inh,KinaseGlo FLuc,NPSR antagonist,HTT aggregate,IMPase Li inh
Cc1c(N2C(=O)CS/C2=N\N=C\c2ccc(Cl)cc2)c(=O)n(-c2ccccc2)n1C,-1.4%,1%,-3%,-5%,-8%[46.1 µM],15%,4%[38.3 µM]
COc1ccc(CNC2C[C@H]3CCCC(=O)N4CC[C@@H](C2)[C@@H]34)cc1 (stereo partly specified),-0.1%,-15%[89.1 µM],-1%,0%[39.9 µM],.,.,15%
c1ccc(-n2cccc2CNC2CCCCC2)cc1,-3.6%,14%,-9%,-6%,-3%[46.1 µM],6%,2%[38.3 µM]
Cc1ccc(C(=O)NN(CCC#N)C2=NS(=O)(=O)c3ccccc32)cc1,1.0%,7%,-5%,-5%,-21%,18%[9.22 µM],6%
O=C(/C=C/N1CCOCC1)c1coc2ccccc12,3.1%,-2%,2%,-8%,5%[46.1 µM],-28%,.
CCOC(=O)N1CCN(C(=O)c2c(-c3ccccc3)noc2C)CC1,0.0%,7%,-1%,-1%,-1%[46.1 µM],1%,17%[38.3 µM]
COc1ccccc1N(C)S(=O)(=O)c1ccc(C(=O)OCC(=O)N(C)c2ccccc2)cc1,-0.3%,11%,-1%,5%,-18%,0%,18%
CCCCCNC(=O)c1cccnc1SCC(=O)Nc1ccccc1OC,-1.0%,2%,-9%,-1%,4%,-5%,7%
Cc1ccc2c(c1)C(=O)C(=O)N2CCOc1ccccc1,-0.2%,-10%,-25%,3%,19%,-7%[9.22 µM],8%
CCOC(=O)c1sc(NC(=O)CSc2nc3c(c(=O)n2-c2ccc(F)cc2)SCC3)c(C(=O)OCC)c1C,-2.0%,5%[2.36 µM],0%,5%,-7%,19%,-1%
Cc1nc(SCC(=O)c2ccccc2)n[nH]1,3.7%,8%,2%,-5%,-4%[46.1 µM],13%,-3%[38.3 µM]
COc1cccc(Cn2c(NCc3cccnc3)nc3c2c(=O)n(C)c(=O)n3C)c1,-0.6%,-3%,-7%,-1%,-5%[46.1 µM],-9%,5%[38.3 µM]
O=C(NCCc1ccccc1)C(c1ccccc1)N(C(=O)c1csnn1)C1CC1 (stereo unspecified),2.4%,4%,0%,-1%,-17%,-3%[9.22 µM],14%

Not all compounds are listed; the hit share may differ from the screen's.
